Nrf2 activator: qHTS of Nrf2 Activators; Potency, µM (series often up to 46.1 µM), for inactives: top-dose activation, most hits filed as activators; hit rate 0.31% among 410,000; AID 624171, 2012; AREc32 ARE-luciferase reporter (MCF7-derived line), luminescence, 24 h; also: potency is read from the fitted curve at half-maximal effect; % of control where 0% means no effect; nearly all actives have a fitted effect of over 65% in size
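AREc32 cells carrying an ARE-driven firefly luciferase, 1000 cells/well in OPTI-MEM with 5% FBS, dosed after overnight attachment and incubated 24 hr at 37 deg C. Steady-Glo luminescence read after 30 min at RT.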
TGFb SMAD3 inh: qHTS for Inhibitors of TGF-b. HepG2 CAGA-GFP TGF-b/SMAD3 reporter, GFP fluorescence, 18 h; TGF-beta stimulated, 500 pg/mL final. hit rate 1.2% among 410,000. Potency, µM (highest dose often 46.1 µM), for the others: at the top dose activity, negative = inhibition, usual class: inhibitors. AID 588855, 2011; also: potency is read from the fitted curve at half-maximal effect; % is scaled to controls: 0 for no effect and ±100 for the full control effect; nearly all actives have a fitted effect of over 65% in size
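Per well, imaged GFP fluorescence of HEPG2 CAGA-GFP cells gives the signal; cells get compound, then TGF-beta (500 pg/mL final), 18 h at 37 degrees C; %Activity versus -TGF-beta and +DMSO controls.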
Nrf2 inh: Nrf2 qHTS screen for inhibitors | A549 ARE-Fluc reporter, luciferase luminescence, 18-24 h | Potency, µM (top dose mostly 46 µM), for inactives: at the top dose activity change, negative = inhibition, actives largely listed as inhibitors | hit rate 2.1% among 360,000 | AID 504444, 2011; also: potency is read from the fitted curve at half-maximal effect; % is scaled to controls: 0 for no effect and ±100 for the full control effect; nearly all actives have a fitted effect of over 60% in size
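A549 ARE_Fluc cells (5000/well, 5% FBS OPTI-MEM) pre-incubated 2 h, then treated with compounds 18-24 h at 37C/5% CO2 in concentration-response. CellTiter-Fluor viability read first; BugLite luciferase luminescence after 15 min at room temperature gives Nrf2 activity.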
A549 tox: Nrf2 qHTS screen for inhibitors: counterscreen for cytotoxicity. A549 ARE-Fluc cells, CellTiter-Fluor viability, 18-24 h. Potency, µM (series often up to 46 µM), without a hit: at the top dose activity change, negative = cytotoxicity, usual class: inhibitors. hit rate 0.16% among 390,000; also: potency is read from the fitted curve at half-maximal effect; % is scaled to controls: 0 for no effect and ±100 for the full control effect
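A549 ARE_Fluc cells in 5% FBS OPTI-MEM were exposed to compounds in concentration-response for 18-24 h at 37 deg C. Viability was read by CellTiter-Fluor fluorescence (Ex 405/Em 525) after 30 min, before the luciferase read.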
CCT chaperon mod: High-Throughput Screening for Modulators of Cytosolic Chaperonin Activity; purified chaperonin ATPase assay, HTRF ADP detection, 30 min; AID 651819, 2012; hit rate 0.3% among 360,000; activity change, % (concentration not given with the values), hits read low; in the data active = activity change below about -30%; also: % is scaled to controls: 0 for no effect and ±100 for the full control effect
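TRiC at 40 or 20 nM final (batch-dependent) in 30 mM Tris pH 7.4, 100 mM KCl, 5 mM MgCl2, 1 mM DTT, with compound at single 76 uM and 10 uM ATP, 30 min at 37 deg C. ADP detected by HTRF Transcreener, 665/615 ratio.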
pAkt inh: HTS Assay for Inhibitors of Akt Phophorylation: Primary Screen; Neuro2A IGF-stimulated pAkt S473 HTRF, 20 min; hits give low values; activity change, % for hits at 50 µM; hit rate 0.32% among 360,000; AID 651550, 2012; in the data active = activity change below about -80%; inconclusive = mostly about -51% to -80%; also: % is scaled to controls: 0 for no effect and ±100 for the full control effect
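Neuro2A cells (4,500/well, DMEM with 0.5% FBS) were treated with compound at a single 50 µM final concentration, stimulated with 6 nM IGF for 20 min at 37 °C, and lysed. Phospho-Akt Ser473 was read by HTRF as 665/615 ratio ×10^4.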
EPAC2 antag: qHTS for Antagonist of cAMP-regulated guanine nucleotide exchange factor 2 (EPAC2): primary screen; Rap guanine nucleotide exchange factor 4 (Homo sapiens), Q8WZA2; EPAC2 GEF exchange of Rap1B-BODIPY-GDP, fluorescence; Potency, µM (doses to about 114 µM), for the others: at the highest dose activity, negative = inhibition, usual class: inhibitors; hit rate 0.18% among 360,000; also: potency is read from the fitted curve at half-maximal effect; % is scaled to controls: 0 for no effect and ±100 for the full control effect; nearly all actives have a fitted effect of over 45% in size; many of its hits are not listed in these tables
Target sequence (Q8WZA2 whole entry, looked up): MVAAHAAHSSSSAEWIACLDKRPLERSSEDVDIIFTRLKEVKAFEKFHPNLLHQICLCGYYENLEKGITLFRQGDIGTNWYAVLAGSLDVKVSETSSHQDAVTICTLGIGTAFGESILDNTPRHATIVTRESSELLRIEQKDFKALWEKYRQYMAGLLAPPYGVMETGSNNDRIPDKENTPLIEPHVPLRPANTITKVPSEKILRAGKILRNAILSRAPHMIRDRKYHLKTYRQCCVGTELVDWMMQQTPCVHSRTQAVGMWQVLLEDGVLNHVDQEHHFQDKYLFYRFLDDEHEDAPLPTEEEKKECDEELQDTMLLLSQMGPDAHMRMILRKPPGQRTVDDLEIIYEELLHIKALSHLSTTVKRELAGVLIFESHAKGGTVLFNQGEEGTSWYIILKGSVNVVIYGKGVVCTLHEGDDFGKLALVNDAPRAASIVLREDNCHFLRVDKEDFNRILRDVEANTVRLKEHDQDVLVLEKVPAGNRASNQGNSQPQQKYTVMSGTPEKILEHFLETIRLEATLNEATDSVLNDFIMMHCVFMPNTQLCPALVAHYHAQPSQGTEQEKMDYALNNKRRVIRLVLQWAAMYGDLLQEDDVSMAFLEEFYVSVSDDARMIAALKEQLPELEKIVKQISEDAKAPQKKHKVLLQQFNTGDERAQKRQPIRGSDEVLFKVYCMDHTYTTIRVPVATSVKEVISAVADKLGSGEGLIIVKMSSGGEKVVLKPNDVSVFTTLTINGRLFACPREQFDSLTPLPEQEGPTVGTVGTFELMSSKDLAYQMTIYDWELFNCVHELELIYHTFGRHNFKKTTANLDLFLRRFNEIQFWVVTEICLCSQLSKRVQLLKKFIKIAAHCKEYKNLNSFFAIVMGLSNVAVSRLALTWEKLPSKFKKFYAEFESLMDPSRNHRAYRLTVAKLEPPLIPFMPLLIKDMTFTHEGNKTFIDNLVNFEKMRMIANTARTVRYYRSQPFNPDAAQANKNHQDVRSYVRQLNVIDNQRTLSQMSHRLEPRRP
EPAC2 ag: qHTS for Agonist of cAMP-regulated guanine nucleotide exchange factor 4 (EPAC2): primary screen; Rap guanine nucleotide exchange factor 4 (Homo sapiens), Q8WZA2; EPAC2 activation, biochemical qHTS; response scale: 100% = 6.5 mM cAMP response; Potency, µM (series often up to 154 µM), for inactives: at the highest dose activation, usual class: activators; hit rate 0.079% among 360,000; AID 720711, 2013; also: potency is read from the fitted curve at half-maximal effect; nearly all actives have a fitted effect of over 50% in size
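Fluorescence exchange assay: 100 nM EPAC2 with 250 nM RAP1B-BODIPY-GDP and 50 uM GDP; compounds tested as a concentration-titration series (qHTS). Loss of Rap1-bound BODIPY-GDP fluorescence read at 480/540 nm; data normalized to 6.5 mM cAMP.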
Mm-Cpn inhibitor: Inhibitors of TCP-1 ring complex (TRiC) of Methanococcus maripaludis (MmCpn): qHTS | Chaperonin Mm-Cpn (Methanococcus maripaludis) | Potency, µM (doses to about 76.9 µM), for the others: at the top dose activity, negative = inhibition, actives largely listed as inhibitors | hit rate 0.031% among 330,000 | purified Mm-Cpn ATPase, ADP Transcreener TR-FRET; also: potency is read from the fitted curve at half-maximal effect; % is scaled to controls: 0 for no effect and ±100 for the full control effect; nearly all actives have a fitted effect of over 80% in size
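ATPase read-out: TR-FRET ADP immunoassay (anti-ADP Eu cryptate vs ADP-d2), ex 320 nm, em 590/665 nm; signal drops as ADP forms. Enzyme 25 nM, ATP 10 uM, 30 min at 37°C after 10 min compound preincubation.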
Numbers without * were called inactive; i = inactive; ? = inconclusive; nt = no result given; & = joins results of further samples; [ ] = remark or other dose. Unless noted, calls follow the shape of the dose curve; as a rule, active = well fitted curve in the direction sought with a large enough effect; inconclusive = small, poorly fitted or top-dose-only effect, or another doubt; inactive = no such curve, though single readings can be large; an effect the other way counts as inactive or inconclusive.

SMILES | Nrf2 activator | TGFb SMAD3 inh | Nrf2 inh | A549 tox | CCT chaperon mod | pAkt inh | EPAC2 antag | EPAC2 ag | Mm-Cpn inhibitor
Cc1cc(C)c(OCC(=O)NCC2COc3ccccc3O2)c(C)c1 (stereo not given) | -0.9% | -3.0% | 1.1% | -0.1% | -3.6 | i | -9.7% | 9.3% | 1.5%
Cc1ccsc1CN(C)C(=O)CN1C(=O)NC2(CCCCC2C)C1=O (stereo not given) | -0.6% | 15.1% | -9.0% | 0.0% | -0.3 | i | -7.3% | 6.0% | 1.8%
COc1ccc(OCCN2CCC(C(=O)NC(c3ccc(C)cc3)c3ccccn3)CC2)cc1 (stereo not given) | -0.5% | -1.9% | nt | nt | 1.8 | i | 10.6% | -12.4% | nt
CN(C)c1cc[n+](CC(=O)Nc2cc(C(F)(F)F)ccc2Cl)cc1 | -0.5% | 1.2% | -24.5% | 9.9% | -0.4 | i | -10.9% | 6.6% | -0.1%
O=C(Nc1ccccc1)N1CCCC(CNS(=O)(=O)Cc2ccccc2)C1 (stereo not given) | 1.0% | -13.3% | 8.3% | 0.6% | -0.2 | i | -6.2% | -6.4% | -2.4%
CCOC(=O)CC(NCc1ccc(OC)c(OCC)c1)c1ccc(C)cc1 (stereo not given) | 0.0% | -15.4% | 0.6% | -1.2% | 0.7 | i | -1.1% | 5.3% | 3.5%
COc1ccc(NC(=O)Nc2nnc(Cc3ccc(F)cc3)s2)cc1 | 2.4% | 0.0% | 3.3% | 4.5% | 1.6 | i | 7.6% | 13.8% | 1.1%
CCc1nnc(NC(=O)CCC(=O)NC2CCCCC2)s1 | 0.5% | -0.6% | 17.1% | -5.6% | -0.3 | i | 6.6% | 9.5% | 1.2%
CCN(CC)C(=O)CC(c1ccc2c(c1)OCO2)c1c(OC)cc(OC)c2ccc(=O)oc12 (stereo not given) | 1.0% | 7.9%&-31.3% | 10.4%&-3.7% | ? | -0.1 | i | 5.4% | 0.2% | ?
CC(C)CN(C(=O)c1cc2ccccc2o1)c1c(N)n(CC(C)C)c(=O)[nH]c1=O | 0.1%[9.22 µM] | 1.1% | 3.8% | -5.8% | -2.6 | i | 6.2% | -9.3% | -1.6%
COc1ccc(S(=O)(=O)NNC(=O)Nc2ccc(C)cc2)c(OC)c1 | -0.3% | 0.6% | -3.3% | 6.6% | -3.1 | i | -5.9% | 18.8% | -2.2%
Cc1cc2oc(=O)cc(COC(=O)c3n[nH]c4ccccc34)c2cc1C | 3.2% | 18.9% | nt | -24.2% | -0.8 | i | -0.9% | 10.1% | -1.3%
CCOC(=O)C1=C(COC(=O)CCOc2ccc(C)cc2)NC(=O)NC1C (stereo not given) | ? | -3.2% | -16.3% | -4.3% | 1.1 | i | 13.5% | 5.0% | -1.3%
CC(C)Nc1nnc(SCc2cc(=O)n3ccsc3n2)s1 | 3.6% | -7.8% | 27.7% | -2.8% | -0.7 | i | -10.2% | 4.3% | -2.6%
Cc1ccc(Nc2nc(N)nc(N)c2S(=O)(=O)c2ccccc2)cc1 | -0.9% | -18.3% | -9.1% | 1.5% | nt | nt | nt | nt | nt
Cc1ccc(NC(=O)[C@H](Cc2ccccc2)NC(=O)[C@@H]2Cc3ccccc3CN2)c(C)c1 | -0.1% | -11.4% | -5.9% | 16.2% | -0.8 | i | -16.3% | 3.8% | 0.5%
COc1cc(/C=C/C(=O)Nc2cc(C(F)(F)F)ccc2Cl)cc(OC)c1OC | 0.4% | 1.7% | ? | -7.2% | 3.3 | i | -11.9% | 8.8% | -0.5%
O=C(CCc1c[nH]c2ccccc12)OCC(=O)N1CCN(S(=O)(=O)c2ccccc2)CC1 | 0.3% | ? | -4.7% | 1.7% | 0.1 | i | -10.2% | -7.5% | 1.6%
CC1CN(Cc2nc3ccccc3c(=O)[nH]2)CC(C)O1 (stereo not given) | 3.1% | -24.6% | 1.5% | -5.7% | 2.0 | i | 11.6% | -1.0% | -1.2%
CC(C)c1ccc(CN(C(=O)c2cc3ccccc3oc2=O)C2CCS(=O)(=O)C2)cc1 (stereo not given) | 3.9%&0.6% | 3.0%&-3.5% | -5.5%&-16.2% | -8.7%&-0.2% | -0.3 | i | 0.5% | 9.5% | -0.1%
CCC(C(=O)N1CCN(S(C)(=O)=O)CC1)c1ccccc1 (stereo not given) | 0.4% | 0.4% | nt | -9.9% | -0.9 | nt | 0.8% | 9.3% | 1.1%
O=C(Nc1ccc(C(F)(F)F)cc1)c1ccc(NC(=O)C2CCCO2)cc1 (stereo not given) | 1.5% | -18.5% | 20.6µM* | 1.8% | 0.6 | i | -18.1% | -2.6% | -3.2%
NS(=O)(=O)c1ccc(CNC(=O)c2cccnc2Cl)cc1 | 5.2% | -0.1% | 4.1% | 5.5% | -2.7 | i | 2.2% | 5.7% | -2.0%
CCC(Sc1nnc2c3ccccc3n(CC)c2n1)C(=O)Nc1ccc(NC(C)=O)cc1 (stereo not given) | 2.5% | -28.2% | 0.7% | -18.3% | nt | nt | nt | nt | nt
Cc1ccc(C(=O)NN2C(=O)C3C4C=CC(C5CC45)C3C2=O)cc1 (stereo not given) | -0.7% | 6.3% | 3.0% | 8.3% | -2.5 | i | 10.7% | 7.8% | -4.5%
CCCOC(=O)NC1C(NC(=O)OCCC)N(C)C(=O)N1C (stereo not given) | 0.5% | 10.7% | 15.6% | -1.1% | 0.3 | i | 3.3% | -5.5% | -0.3%
O=C(NCCNc1ccccc1[N+](=O)[O-])c1cc(F)c(F)cc1Cl | 2.1% | -1.2% | ? | -3.4% | 0.5 | i | -10.5% | 6.5% | -0.2%
COc1ccc(-n2cnnc2SCC(=O)N2CCN(c3ccccc3)CC2)cc1 | -0.4% | 20.9% | -15.1% | 1.2% | -2.1 | -107.6%* | -3.1% | 7.2% | 0.0%
Cc1ccc(C(=O)c2c(N)c(-c3nc(-c4ccc5c(c4)OCO5)cs3)c3ccccn23)cc1C | -0.2% | ? | 3.3% | -0.4% | nt | nt | nt | nt | nt
CCOc1ccccc1NC(=O)c1cc(C(=O)c2cc(OC)ccc2O)coc1=N | -0.5% | 10.2% | 11.2% | 1.8% | 0.4 | i | -9.6% | -3.4% | 0.3%

Quoted from the listing.
Result for `O=C(NCCNc1ccccc1[N+](=O)[O-])c1cc(F)c(F)cc1Cl` under A549 tox: -3.4%
Result for `Cc1ccc(C(=O)c2c(N)c(-c3nc(-c4ccc5c(c4)OCO5)cs3)c3ccccn23)cc1C` under Nrf2 activator: -0.2%
Result for `CCCOC(=O)NC1C(NC(=O)OCCC)N(C)C(=O)N1C` (stereo not given) under A549 tox: -1.1%

With a hit mark in pAkt inh, of those listed so far:
molecule	Nrf2 activator	TGFb SMAD3 inh	CCT chaperon mod	pAkt inh	EPAC2 antag	Mm-Cpn inhibitor
COc1ccc(-n2cnnc2SCC(=O)N2CCN(c3ccccc3)CC2)cc1	-0.4%	20.9%	-2.1	-107.6%*	-3.1%	0.0%

New compounds follow:
SMILES | Nrf2 activator | TGFb SMAD3 inh | Nrf2 inh | A549 tox | CCT chaperon mod | pAkt inh | EPAC2 antag | EPAC2 ag | Mm-Cpn inhibitor
Cc1cc(C)cc(NC(=O)CCc2nnc3n(C)c(=O)c4sccc4n23)c1 | -0.1% | 3.0% | 4.3%[9.27 µM] | -2.7% | nt | nt | nt | nt | nt
COc1ccc2c(c1)c(C(=O)CNc1nc(C)cs1)c(C)n2C | 6.0% | 0.0% | nt | -14.3% | 3.0 | i | 3.4% | 6.1% | -6.0%
COCOc1cccc(CN2CCC2(C)C(=O)Nc2ccc3c(c2)OCO3)c1 (stereo not given) | 0.3% | 24.0% | nt | nt | -0.7 | i | -16.8% | 8.9% | nt
Cc1cc(C(=O)NP(=O)(N2CC(C)OC(C)C2)N2CC(C)OC(C)C2)c(C)n1C1CC1 (stereo not given) | -0.1% | 8.3% | -0.4% | -10.8% | 4.9 | i | 3.8% | 3.2% | 2.9%
NC(=O)[C@@H]1CCCN1Cc1nc(-c2ccccc2)no1 | 0.3% | 17.1% | -3.5% | -6.0% | -3.3 | i | 1.5% | 7.7% | 3.2%
CC1CCCN(c2ccc(N)cc2C(N)=O)C1 (stereo not given) | -0.5% | -6.8% | -19.8% | 0.5% | -0.9 | i | -0.8% | 3.3% | 0.2%
CCC(=O)N1CCCC(C(=O)NCc2ccc(C(C)C)cc2)CC1 (stereo not given) | -0.2% | -2.3% | nt | nt | -1.2 | i | 6.2% | 1.7% | nt
COc1cccc(-c2cc3nc4c(c(NCC(C)(C)CN(C)C)n3n2)CCCC4)c1 | 2.7% | ? | ? | -4.3% | 0.1 | i | -29.4% | 9.3% | 0.2%
Cc1noc(C)c1CSc1ccc2ccccc2n1 | -0.3% | -6.8% | -9.2% | -3.3% | -10.5 | i | 1.9% | 18.2% | -4.5%
CCC(C)(CCNC(=O)Cc1ccccc1)c1ccccc1OC (stereo not given) | -0.3% | -7.2% | -6.0% | -3.7% | -0.8 | i | ? | 9.0% | 0.3%

Only part of the results is shown; the hit share may differ from the screen's.
